ELG1 DNA repair – qHTS screen for small molecules that inhibit ELG1-dependent DNA repair in human embryonic kidney (HEK293T) cells expressing luciferase-tagged ELG1. Potency, µM (highest dose often 46.1 µM), for inactives: top-dose activity change, negative = inhibition, actives largely listed as inhibitors. AID 504467, 2011. HEK293T ELG1-luciferase reporter, luminescence, 16 h; DNA damage induced by 5-fluorouridine. 330,000 tested, 2.3% active; note: potency is the fitted concentration of half-maximal effect; % is set by controls: 0 for no effect and ±100 for the full control effect; nearly all actives have a fitted effect of over 55% in size
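In this reporter screen, reduction of luminescence relative to DMSO vehicle indicated activity. Compounds and 5-fluorouridine were added together to 2,000 cells per well, incubated for 16 hr at 37 °C, then developed with ONE-Glo.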
Tb PFK inh – qHTS Assay to Find Inhibitors of T. brucei phosphofructokinase; Potency, µM (highest dose often 57.5 µM), for inactives: top-dose activity, negative = inhibition, actives largely listed as inhibitors; ATP-dependent 6-phosphofructokinase (Trypanosoma brucei brucei), O15648; 330,000 tested, 0.17% active; T. brucei PFK, ADP-Glo luminescence;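 note: potency is the fitted concentration of half-maximal effect; 0% = uninhibited 1x PFK enzyme wells and -100% = no-enzyme wells; nearly all actives have a fitted effect of over 60% in size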
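In TEA buffer at pH 8.0 with 5 mM MgCl2, enzyme (1.25 nM) converted F6P (0.5 mM) and ATP (0.1 mM) for 45 min at room temperature. ADP product was read by luciferase luminescence.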
Rab9 promoter act – qHTS Assay for Rab9 Promoter Activators; Huh7 Rab9 promoter-luciferase reporter, luminescence, 24 h; AID 485297, 2010; 320,000 tested, 2.8% active; Potency, µM (highest dose often 9.22 µM), inactives show at the highest dose activation, negative = inhibition, actives largely listed as activators; note: potency is the fitted concentration of half-maximal effect; % of control where 0% means no effect; nearly all actives have a fitted effect of over 60% in size
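Huh7 cells stably carrying a Rab9 promoter-luciferase reporter, 1500 cells per well in OP-MEM I with 10% FBS, treated with compound 24 hours at 37C. Luciferase activity read by luminescence after 10 minutes with Amplite reagent.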
Gal4-VP16 FLuc – VP16 counterscreen qHTS for inhibitors of ROR gamma transcriptional activity. 310,000 tested, 3.5% active. Drosophila S2 Gal4-VP16 UAS-luciferase, luminescence, 20 h. Potency, µM (top dose mostly 53.6 µM), for the others: at the highest dose activity, negative = inhibition, most hits filed as inhibitors. AID 2546, 2010;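 note: Gal4-VP16 expression switched on by copper sulfate through the metallothionein promoter; potency is the fitted concentration of half-maximal effect; % is set by controls: 0 for no effect and ±100 for the full control effect; nearly all actives have a fitted effect of over 50% in size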
BRCA1 expr up – qHTS Assay to Identify Small Molecule Activators of BRCA1 Expression. MCF7-BRCA1-FFLuc reporter, luminescence, 48 h; response scale: scaled: vehicle 0%, 10 µM genistein 100%. Potency, µM (titrated, usually from 46.1 µM), without a hit: at the highest dose activation, hits mostly activators. 380,000 tested, 1.1% active; note: potency is the fitted concentration of half-maximal effect; nearly all actives have a fitted effect of over 80% in size; some results filed as inactive show a strong effect at the top dose
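Luminescence from a BRCA1-driven firefly luciferase in MCF7 cells was read after 48 h compound exposure at 37 C. Data normalized against DMSO and a 10microM genistein activation control, then curve-fitted across the titration.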
ELG1 genotoxic – qHTS screen for small molecules that induce genotoxicity in human embryonic kidney (HEK293T) cells expressing luciferase-tagged ELG1; 330,000 tested, 1.3% active; HEK293T ELG1-luciferase reporter, luminescence, 16 h; Potency, µM (highest dose often 46 µM), inactives show at the top dose activity change, positive = activation, hits mostly activators; AID 504466, 2011; note: potency is the fitted concentration of half-maximal effect; % of control where 0% means no effect; nearly all actives have a fitted effect of over 60% in size
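Reporter readout depends on ELG1 protein level, which increases with genetic stress. After 16 hr compound exposure at 37 °C, luciferase activity was quantified using ONE-Glo.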
RORgamma inh – qHTS for inhibitors of ROR gamma transcriptional activity; Nuclear receptor ROR-gamma (Mus musculus), P51450; Drosophila S2 Gal4-RORgamma UAS-luciferase reporter, 20 h; Potency, µM (series often up to 53.6 µM), for inactives: top-dose activity change, negative = inhibition, usual class: inhibitors; 310,000 tested, 5.4% active; AID 2551, 2010; note: potency is the fitted concentration of half-maximal effect; % is set by controls: 0 for no effect and ±100 for the full control effect; nearly all actives have a fitted effect of over 60% in size
Target sequence (P51450 whole entry, looked up, the tested form may be a part): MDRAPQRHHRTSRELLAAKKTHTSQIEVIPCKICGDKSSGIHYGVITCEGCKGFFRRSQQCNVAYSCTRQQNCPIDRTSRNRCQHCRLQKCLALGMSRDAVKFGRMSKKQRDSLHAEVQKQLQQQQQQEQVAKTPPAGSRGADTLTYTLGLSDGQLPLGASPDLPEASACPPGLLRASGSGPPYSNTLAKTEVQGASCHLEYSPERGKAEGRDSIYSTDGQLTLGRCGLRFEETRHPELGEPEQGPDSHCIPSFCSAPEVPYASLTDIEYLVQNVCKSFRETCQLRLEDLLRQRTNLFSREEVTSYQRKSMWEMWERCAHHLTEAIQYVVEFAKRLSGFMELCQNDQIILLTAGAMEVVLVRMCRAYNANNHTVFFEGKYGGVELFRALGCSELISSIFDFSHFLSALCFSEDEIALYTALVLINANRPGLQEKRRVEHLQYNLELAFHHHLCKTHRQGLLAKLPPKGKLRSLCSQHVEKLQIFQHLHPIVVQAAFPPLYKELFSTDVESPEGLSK
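Luciferase reporter read in Schneider cells carrying Gal4-RORγ (mouse) and UAS-Photinus luciferase; cells given compound 1 h before 700 uM copper sulfate induction, then incubated 20 h at ambient temperature.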
TRPV1 agonist – HTS Assay for Compounds that Act as Agonists of the Vanilloid Receptor 1. TRPV1-expressing cells, Fluo-8 calcium influx, agonist mode. activation, % at 8.33 µM. 320,000 tested, 0.19% active. AID 540275, 2011; in the data active = activation above about 80%; inconclusive = between about 30% and that limit; note: 0% is about no effect
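Cells expressing TRPV1 were dye-loaded with Fluo-8 and read kinetically: 10 s baseline, 3 min after compound (agonist portion), then 2 min after EC20 capsaicin (allosteric enhancer portion). Calcium-bound dye fluorescence at 480/520 nm.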
p53 reactivation – qHTS assay for re-activators of p53 using a Luc reporter; H1299 p53-A138V BP100-luciferase reporter, luminescence, 24 h; Potency, µM (titrated, usually from 92.2 µM), for inactives: at the top dose activity change, positive = activation, usual class: activators; 320,000 tested, 0.063% active; AID 504706, 2011; note: potency is the fitted concentration of half-maximal effect; % of control where 0% means no effect; nearly all actives have a fitted effect of over 45% in size
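H1299 (p53-null), stable ts p53-A138V + BP100-Luc; 1000 cells/well, Opti-MEM/10% FBS; cpd 4 pt, 1:5; 24 h, 37 deg C, 5% CO2; detection reagent 10 min RT; luminescence.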
FLuc counter – qHTS profiling assay for firefly luciferase inhibitor/activator using purifed enzyme and Km concentrations of substrates (counterscreen for miR-21 project); Luciferin 4-monooxygenase (Photinus pyralis), P08659; purified FLuc, Km substrates, luminescence inhibition; Potency, µM (titrated, usually from 57.5 µM), for inactives: at the highest dose activity change, negative = inhibition, hits mostly inhibitors; 360,000 tested, 6.9% active; AID 588342, 2011;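 note: potency is the fitted concentration of half-maximal effect; plate controls were vehicle for no effect and reference inhibitor for full effect; nearly all actives have a fitted effect of over 55% in size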
Target sequence (P08659 whole entry, looked up): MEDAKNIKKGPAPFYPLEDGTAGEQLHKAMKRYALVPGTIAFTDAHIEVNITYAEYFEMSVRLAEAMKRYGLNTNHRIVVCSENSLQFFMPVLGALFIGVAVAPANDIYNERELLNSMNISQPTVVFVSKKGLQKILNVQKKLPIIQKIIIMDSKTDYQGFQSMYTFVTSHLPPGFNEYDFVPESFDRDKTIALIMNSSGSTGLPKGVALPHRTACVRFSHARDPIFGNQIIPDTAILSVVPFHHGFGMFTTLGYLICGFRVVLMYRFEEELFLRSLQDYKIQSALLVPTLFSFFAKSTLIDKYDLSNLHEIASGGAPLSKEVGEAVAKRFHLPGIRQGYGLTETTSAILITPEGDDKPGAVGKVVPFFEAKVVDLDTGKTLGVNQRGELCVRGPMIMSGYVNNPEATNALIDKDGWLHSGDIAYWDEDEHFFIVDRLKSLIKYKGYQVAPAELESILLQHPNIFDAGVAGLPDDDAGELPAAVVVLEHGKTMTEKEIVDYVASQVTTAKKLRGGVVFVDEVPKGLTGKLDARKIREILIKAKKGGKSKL
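Purified P. pyralis luciferase (10nM final) with 10uM D-luciferin and 10uM ATP (Km levels) in 50mM Tris acetate pH 7.5, 10mM Mg acetate, 0.01% Tween-20, 0.05% BSA; qHTS 6-point titration, ~60 µM downward; luminescence read.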
NPC1 promoter act – qHTS Assay for NPC1 Promoter Activators; Huh7 NPC1 promoter luciferase reporter, 24 h; Potency, µM (doses to about 9.22 µM), inactives show at the highest dose activation, most hits filed as activators; 320,000 tested, 2.4% active;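 note: potency is the fitted concentration of half-maximal effect; % of control where 0% means no effect; nearly all actives have a fitted effect of over 60% in size; reporter is driven by a mutant NPC1 promoter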
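Compounds in DMSO were transferred onto Huh7 NPC1-luciferase reporter cells pre-incubated 2 h; after 24 h at 37 °C, Amplite reagent was dispensed and luminescence recorded 10 min later.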
* marks the source's active call; other numbers are inactive results; ? = inconclusive; . = no result given; [ ] = dose if it differs, or a comment. Unless noted, calls come from the whole dose curve; as a rule, active = well fitted curve in the direction sought with a large enough effect; inconclusive = small, poorly fitted or top-dose-only effect, or another doubt; inactive = no such curve, though single readings can be large; an effect the other way counts as inactive or inconclusive.

SMILES	ELG1 DNA repair	Tb PFK inh	Rab9 promoter act	Gal4-VP16 FLuc	BRCA1 expr up	ELG1 genotoxic	RORgamma inh	TRPV1 agonist	p53 reactivation	FLuc counter	NPC1 promoter act
O=C(CC1SC(N2CCCC2)=NC1=O)Nc1ccc(C(=O)Nc2ccccc2)cc1 (stereo not given)	-13%	-7%	-4%	.	-14%	-2%	.	0	-3%	-14%	-6%
CCn1c(COc2ccc(C(C)C)cc2)nnc1SCC(=O)Nc1nccs1	-4%	2%	-3%	?	4%	2%	11µM*	1	4%	-1%	-1%
Cc1cccc(C(=O)NC(NCc2ccco2)C(Cl)(Cl)Cl)c1 (stereo not given)	-6%	7%	-4%	-9%	1%	-2%	-22%	4	-6%	8%	2%
COc1cnc(-c2ccccn2)nc1Oc1c(C)cccc1C	?	-1%	-7%	20µM*	-29%	-6%	7.1µM*	1	-6%	-2%	-10%
CCCCn1nc(C(=O)Nc2cc(S(=O)(=O)N(C)C)ccc2C)c2ccccc2c1=O	-3%	1%	-9%	-2%	3%	0%	-1%	-4	1%	-1%	-4%
CCS(=O)(=O)n1nc(-c2ccccc2)cc1N	7%	-5%	1%	7%	4%	0%	17%	-1	1%	0%	5%
O=C(CCNS(=O)(=O)c1ccc(Br)s1)NCc1ccccc1	?	-1%	5%	-2%	-19%	1%	6%	8	1%	5%	-2%
CCCCCCCNC(=O)C1(CC2CC(c3ccccc3)=NO2)CCNCC1 (stereo not given)	16%	8%	-2%	.	-82%[inhibitor]	-46%[inhibitor]	.	-2	14%	-1%	-7%
O=C(CN(Cc1ccccc1)C(=O)CCC(=O)Nc1ccccn1)NCc1ccco1	7%	-8%	1%	10%	-8%	0%	23%	-1	4%	-1%	-1%
O=C(Nn1c(-c2ccc(Br)cc2)nc2ccccc2c1=O)c1cccnc1	5%	-6%	2%	-10%	-46%	-2%	-8%	3	-1%	?	2%
COC(=O)c1c(N=CN(C)C)c(C#N)c2n1CCCC2	-6%	2%	4%	-10%	-8%	5%	-21%	-1	-4%	10%	-1%
O=C(CSc1nccc(=O)[nH]1)Nc1ccc(F)c([N+](=O)[O-])c1	-3%	-8%	-7%	5%	-20%	0%	-6%	0	-14%	-2%	-2%
COc1cc(CC(=O)Nc2ccc(S(=O)(=O)Nc3ncccn3)cc2)cc(OC)c1OC	10%	1%	1%	-10%	-1%	3%	?	0	-6%	0%	-1%
Cc1ccc(OCC(=O)Nc2ccc(-c3nc4ncccc4o3)cc2)cc1	27%	-8%	?	-5%	53%	5%	2%	1	-4%	-2%[2.3 µM]	23%
O=C(NN1C(=O)C2C3c4ccccc4C(c4ccccc43)[C@@H]2C1=O)c1ccccc1 (stereo not given in full)	-7%	0%	1%	-3%	-28%	-3%	24%	11	8%	-2%	3%
COc1ccccc1NC(=O)NNC(=O)c1ccc2ccccc2c1	18%	1%	0%	-5%	-21%	10%	20%	5	-19%	-1%	-6%
O=C(O)C1CCCN1C(=O)OCc1ccccc1 (stereo not given)	-1%	10%	9%	2%	11%	1%	-23%	0	-6%	3%	1%
Cc1ccccc1-c1nc(CS(=O)(=O)CC(=O)NC2CCCC2)c(C)o1	0%	2%	-7%	0%	3%	-2%	10%	28	-1%	0%	-5%
O=C(CN1CCN(c2ccc(Cl)cc2[N+](=O)[O-])CC1)N1CCOCC1	7%	-4%	-3%	-2%	-1%	-1%	-9%	-4	1%	0%	-1%
CCC(=O)N1CCN(c2ccc(NC(=O)c3ccc([N+](=O)[O-])o3)cc2)CC1	-16%	-3%	4%	-22%	-89%	1%	-14%	-2	-12%	0%	-6%

Part of the list above, reduced to Gal4-VP16 FLuc:
| structure | Gal4-VP16 FLuc |
| --- | --- |
| Cc1ccc(OCC(=O)Nc2ccc(-c3nc4ncccc4o3)cc2)cc1 | -5% |
| O=C(NN1C(=O)C2C3c4ccccc4C(c4ccccc43)[C@@H]2C1=O)c1ccccc1 (stereo not given in full) | -3% |

The list goes on.
SMILES	ELG1 DNA repair	Tb PFK inh	Rab9 promoter act	Gal4-VP16 FLuc	BRCA1 expr up	ELG1 genotoxic	RORgamma inh	TRPV1 agonist	p53 reactivation	FLuc counter	NPC1 promoter act
CCCCn1c(N)c(Sc2ccc([N+](=O)[O-])cc2)c(=O)[nH]c1=O	4%	-1%	1%	3%	5%	0%	-3%	1	-5%	0%	-3%
CC(=O)N=C1SC2CS(=O)(=O)CC2N1c1c(Cl)cccc1Cl (stereo not given)	4%	6%	12%	2%	-12%	-5%	16%	0	1%	8%	2%
Cc1nn(C)c(C(=O)NCc2ccc(Cl)cc2)c1Cl	?	-17%	-31%[inhibitor]	4µM*	-33%	6%	?	-3	1%	3%	-21%
COC(=O)c1ccc(C(=O)OC)c(NC(=S)N2CC(C)CC(C)C2)c1 (stereo not given)	0%	0%	-8%	14%	-24%	0%	11µM*	?	-1%	-1%	-3%
Cc1ccc(CS(=O)(=O)c2cn(CC(=O)N3CCOCC3)c3ccccc23)cc1	?	0%	16%	?	38%	3%	19%	2	-1%	-7%	8%
C=C(C)CNC(=S)NNC(=O)c1ccncc1	8%	0%	2%	-7%	3%	2%	?	-1	1%	-3%	-3%
O=C(/C=C/c1ccc(Br)cc1)c1ccco1	?	-4%	4%	11µM*	-9%	?	?	?	?	3.4µM*	1%
COc1cc(OC)cc(C(=O)N2CCN(c3ccccn3)CC2)c1	-2%	-3%	-2%	-8%	-31%	-2%	8%	2	.	0%	0%
CCc1nnc(NC(=O)C2CCCN(S(=O)(=O)c3ccc(OC)cc3)C2)s1 (stereo not given)	?	0%	15%	-13%	-5%	12%	4%	16	4%	19µM*	3%
COc1ccc(NC(=S)NCc2ccccn2)cc1OC	?	-5%	2%	?	4%	1%	?	-4	15%	-2%	0%
O=C1CCC(C(=O)O)(c2ccccc2)C1 (stereo not given)	3%	-5%	1%	2%	.	0%	2%[10 µM]	0	-4%	-1%	6%
CCOc1c(Br)cc(CNc2ccc(N3CCN(C(C)=O)CC3)cc2)cc1OC	?	2%	-6%	?	-8%	-4%	-18%	1	0%	0%	-1%
COc1cc(-c2n[nH]c(=S)n2Cc2ccccc2)cc(OC)c1OC	-2%	-2%	2%	4%	-13%	7%	?	2	-7%	0%	0%
Cc1c(Cl)cccc1Nc1ccccc1C(=O)O	-22%	1%	-2%	-30%	-35%	-2%	?	-2	16%	17µM*	-5%
COc1ccc(C2CC(=O)C3=C(C2)NC(C)=C(C(=O)Nc2ccccc2C)C3c2coc3ccc(C)cc3c2=O)cc1OC (stereo not given)	5.8µM*	3%	2%	2%	-34%	-7%	42%	-3	0%	?	0%
Cc1cc(C(=O)CCC(=O)N2CCN(c3ccccc3)CC2)c(C)s1	-1%	-3%	2%	.	-15%	-2%	.	?	-10%	-1%	2%
CC(Oc1ccc(Br)cc1)C(=O)Nc1ccc(S(=O)(=O)Nc2nccs2)cc1 (stereo not given)	8%	-7%	0%	2%	11%	0%	17%	4	1%	1%	0%
Cc1ccc(S(=O)(=O)CCC(=O)NCCN2C(=O)S/C(=C\c3ccccc3)C2=O)cc1	-18%	1%	14%	-28%	6%	1%	?	0	?	?	1%
O=C(CN1CCN(C/C=C/c2ccccc2)CC1)Nc1ccc(F)cc1F	?	-6%	-7%	4%	-30%	-3%	7%	2	0%	6%	-16%
CCOP(=O)(OCC)c1nc(-c2ccc(Br)cc2)oc1N1CCCCC1	-20%	2%	-3%	-1%	-29%	-5%	5%	?	-1%	-1%	-2%
Clc1ccc(Nc2ccccc2)nn1	4%	2%	1%	0%	1%	2%	19%	1	-1%	-18%	1%
O=C(COc1cccnc1[N+](=O)[O-])NCCc1ccccc1	12%	-5%	14%	0%	-6%	6%	25%	10	1%	-3%	-3%
